FadD28 binding: M. tuberculosis FadD28 bisubstrate binding inhibition; inhibition, % at 12.5 µM; AID 588549; FadD28 bisubstrate probe binding, fluorescence polarization; 0.22% of 360,000 active; in the data active = inhibition above about 8.5%, passing the limit was not always enough; inconclusive = no clear call, values can overlap the other calls
MazEF act: increases E. coli MazEF RNase cleavage of RNA; 0.32% of 350,000 active; FAM/BHQ RNA-DNA oligo cleavage fluorescence, 5 h; P0AE70; activation, % at 20 µM; in the data active = activation above about 50%
Target sequence (P0AE70 whole entry, looked up): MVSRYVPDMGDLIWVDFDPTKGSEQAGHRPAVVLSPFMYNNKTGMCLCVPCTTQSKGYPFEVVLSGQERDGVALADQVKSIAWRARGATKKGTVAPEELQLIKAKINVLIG
PrPC surface inh: cell surface PrPC inhibition, primary TR-FRET screen; TR-FRET read-out; inhibition, % at 13.8 µM; 0.43% of 370,000 active; in the data active = inhibition above about 24%; note: 0% = median of the test wells and 100% = reference compound wells
Mtb BioA inh: inhibitors of Mycobacterium tuberculosis BioA enzyme; AID 602481; 0.096% of 360,000 active; purified M. tuberculosis BioA enzyme, plate reader; inhibition, % at 9.99 µM; in the data active = inhibition above about 40%; inconclusive = no clear call, values can overlap the other calls
UGM FP inh: inhibitors of M. tuberculosis UDP-galactopyranose mutase | inhibition, % at 10 µM | 0.06% of 320,000 active | P9WIQ1 | purified UGM, fluorescence polarization probe displacement; in the data active = inhibition above about 10%, passing the limit was not always enough; inconclusive = no clear call, values can overlap the other calls
Rv3671c protease: inhibits the M. tuberculosis serine protease Rv3671c; 0.048% of 320,000 active; AID 2606; inhibition, % at 5.96 µM; P9WHR9; in the data active = inhibition above about 38%;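 note: extracellular domain of Rv3671c used as enzyme; 0% = enzyme with DMSO and 100% = no enzyme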
Target sequence (P9WHR9 whole entry, looked up, the tested form may be a part): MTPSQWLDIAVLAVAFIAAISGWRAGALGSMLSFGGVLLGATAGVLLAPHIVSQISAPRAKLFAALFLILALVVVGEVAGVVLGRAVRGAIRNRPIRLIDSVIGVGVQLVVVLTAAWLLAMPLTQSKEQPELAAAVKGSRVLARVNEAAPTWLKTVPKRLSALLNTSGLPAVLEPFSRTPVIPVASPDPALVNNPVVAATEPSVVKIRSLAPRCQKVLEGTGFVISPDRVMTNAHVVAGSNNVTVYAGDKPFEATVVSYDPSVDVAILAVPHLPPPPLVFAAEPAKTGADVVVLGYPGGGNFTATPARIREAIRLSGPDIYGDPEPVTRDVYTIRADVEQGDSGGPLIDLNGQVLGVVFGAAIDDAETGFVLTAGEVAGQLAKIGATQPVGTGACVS
GDH-TPI inh: inhibits GDH-TPI coupling enzymes, artifact for Mtb FBA screen; inhibition, % at 4.8 µM; GDH-TPI coupled enzyme counterscreen, NADH absorbance; 1.2% of 360,000 active; in the data active = inhibition above about 30%;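 note: 0% = DMSO wells and 100% = wells lacking the enzyme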
BoNT F protease: BoNT F light chain protease inhibition. Multiplex microsphere protease cleavage assay, flow cytometry. inhibition, % at 10 µM. 0.22% of 360,000 active. AID 588497; in the data active = inhibition above about 35%, passing the limit was not always enough; inconclusive = no clear call, values can overlap the other calls; note: plate controls were buffer without enzyme for full effect and enzyme alone for no effect
FBA Mtb inh: inhibitors of M. tuberculosis fructose-bisphosphate aldolase; P9WQA3; purified M. tuberculosis FBA, fluorescence read-out; inhibition, % at 1 µM; 2.3% of 360,000 active; AID 588726; in the data active = inhibition above about 27%;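 note: 0% = vehicle and 100% = reference inhibitor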
Target sequence (P9WQA3 whole entry, looked up): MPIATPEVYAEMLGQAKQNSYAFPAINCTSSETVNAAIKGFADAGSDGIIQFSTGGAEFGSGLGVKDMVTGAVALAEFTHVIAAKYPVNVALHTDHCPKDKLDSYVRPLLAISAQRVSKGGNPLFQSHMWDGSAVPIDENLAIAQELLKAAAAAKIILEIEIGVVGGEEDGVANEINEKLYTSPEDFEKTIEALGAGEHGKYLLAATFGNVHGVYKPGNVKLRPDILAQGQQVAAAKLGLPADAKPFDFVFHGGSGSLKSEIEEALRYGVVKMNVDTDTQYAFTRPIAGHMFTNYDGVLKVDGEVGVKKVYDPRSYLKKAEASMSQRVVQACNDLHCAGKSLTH
The depositor's hits bear a star; ? = inconclusive; / = not tested or not shown; + = active, no number; & = joins results of further samples.

Below each compound – FadD28 binding, MazEF act, PrPC surface inh, Mtb BioA inh, UGM FP inh, Rv3671c protease, GDH-TPI inh, BoNT F protease, FBA Mtb inh
CC(=O)Nc1nn(C)c2nc(C)cc(C)c12
  -3.5, -3, 5, -0.7, 2.3, 6, -13, 0, 39*
Cc1cc(C)c2nc(-c3cccc(Cl)c3)c(C)c(C(=O)N3CCOCC3)c2c1
  -2.5, -3, 0, -0.3, -2.2, -11, 14, -5, 3
CC(C)CCN1CCN(Cc2ccc(Oc3ncccn3)cc2)CC1CCO (stereo unspecified)
  -0.8, 6, 1, 6.1, 0.8, 10, 1, 1, 0
CCc1ccc(OCC(=O)N/N=C2\CC(=O)c3ccccc32)cc1
  -1.3, /, /, -1.5, 1.6, -68, 12, 8, -1
COc1cc(/C=N/Nc2nn3cnnc3c3ccccc23)cc(OC)c1OC
  -2.4, 5, -6, -1.1, -1.7, -1, 43*, -1, -4
CCOc1cc(N2CCOCC2)c(OCC)cc1NC(=O)CN1CCSC1=O
  -1.3, -5, -4, 0.5, -2.7, -1, 1, /, 0
O=[N+]([O-])c1ccc(N2CCSCC2)cc1
  -0.3, 4, -23, /, -0.3, -1, 71*, 2, -12
O=C1OCc2cc(N=Nc3c(O)[nH]c(=O)[nH]c3=O)ccc21
  -2.4, 1, -5, -1.3, -3.7, 2, 1, ?, -3
Cc1c(C(=O)c2ccccc2)c2ccccc2n1C
  -1.7, 5, 4, /, -0.5, -15, 12, -21, 0
Cc1ccc2ccccc2c1C(O)c1ncc(-c2ccccc2F)[nH]1 (stereo unspecified)
  -3.3, /, -3, 1.1, /, /, 4, -2, 4
O=C(NN=C1CCCC1)c1[nH]c2ccc(Br)cc2c1-c1ccccc1
  /, -5, 6, /, 0.9, -23, /, /, /
COc1cc(/C=N/Nc2ccccn2)cc(OC)c1O
  0.0, -9, -3, /, 0.1, 8, 26, 1, 0
CCOc1ccc(S(=O)(=O)N(C)C2CCCCC2)cc1
  -0.9, 3, 1, 1.8, 3.3, 6, 1, 3, 1
CCCN(CC1CC1)c1nc(N)c(C#N)c(CC#N)c1C#N
  -2.1, 10, 7, 2.1, -1.2, -8, 23, 1, 0
COc1cc(/C=C(\C#N)C(=O)Nc2cc(C(F)(F)F)ccc2Cl)ccc1OCC(=O)Nc1cccc(C(F)(F)F)c1
  -2.4, -3, 9, -1.3, 2.2, -3, 9, 4, 5
O=C(NC1CCCC1)C(c1ccc(Cl)cc1)N(Cc1ccc(F)cc1)C(=O)CCl (stereo unspecified)
  -1.4, -1, /, /, -4.4, -3, -8, -2, -2
COc1ccc(CNC(=O)c2cc(=O)c3cc(C)cc(C)c3o2)cc1
  -2.2, -3, 0, -0.4, 0.0, 4, 5, -24, 0
O=[S@]1Oc2ccccc2-c2ccccc21
  -2.4, -6, 2, -0.5, -1.4, -7, 6, -7, 1
COc1ccc(-c2c(C(F)(F)F)nn(C)c2NC(=O)CSCC(=O)O)cc1
  -3.3, 10, 9, -1.3, 2.5, 5, 10, ?, -1
O=C(Nc1cccc(C(F)(F)F)c1)C1C2CC3OC(=O)C1C3C2 (stereo unspecified)
  2.1, -9, 3, -3.6, 0.7, 5, 9, -15, 8

Just FadD28 binding and FBA Mtb inh (3 entries from above):
molecule	FadD28 binding	FBA Mtb inh
O=[N+]([O-])c1ccc(N2CCSCC2)cc1	-0.3	-12
Cc1c(C(=O)c2ccccc2)c2ccccc2n1C	-1.7	0
CCc1ccc(OCC(=O)N/N=C2\CC(=O)c3ccccc32)cc1	-1.3	-1

Further structures:
Below each compound – FadD28 binding, MazEF act, PrPC surface inh, Mtb BioA inh, UGM FP inh, Rv3671c protease, GDH-TPI inh, BoNT F protease, FBA Mtb inh
Cc1cccc(-c2oc3ccc(-c4ccc5c(c4)OCO5)cc3c2C#Cc2cncn2C)c1
  -1.0, 4, 4, -1.7, 0.2, -3, 2, -1, 2
COc1ccccc1-c1cnc(C(O)c2ccc(F)cc2C)[nH]1 (stereo unspecified)
  -1.3, /, -2, 1.5, /, /, 7, -8, 0
Cc1onc(-c2ccccc2)c1C(=O)Nc1cccc(C#N)c1
  -0.4, 2, -1, 0.6, -1.6, 8, 9, -6, 3
CCNS(=O)(=O)c1ccc(NC(=O)c2ccccc2SCCOC)cc1
  -1.1, -2, -1, -0.6, 3.5, 5, 1, -3, -1
NS(=O)(=O)c1cccc(NC(=O)c2cccnc2Oc2ccccc2)c1
  -2.8, 0, -1, /, 0.0, 4, 4, 4, -1
COc1ccc(-c2nnc(SCC(=O)NC3CCCCC3)n2N)cc1
  -2.1, 0, -6, /, /, /, 13, -8, 3
COCCNC(=O)Nc1ccc2nc(-c3cccs3)c(-c3cccs3)nc2c1
  -6.2, 2, -18, -0.9, 4.0, -21, 15, 42*, 6
COc1ccccc1C(CNC(=S)NCc1ccccc1)N1CCCC1 (stereo unspecified)
  0.8, 4, -13, -0.7, 0.0, 6, 1, -2, 3
COc1cccc(N2CC(C)Cn3c2nc2c3c(=O)[nH]c(=O)n2C)c1 (stereo unspecified)
  -1.1, 3, 6, 1.3, 5.5, /, 9, ?, 3
CCO/N=C(/C)c1c(O)cc(C(C)(C)C)n(-c2ccccc2)c1=O
  0.2, 7, -4, 0.0, 2.7, 5, 3, -11, -1
Cc1ccccc1C(=O)N1CCCC(CCC(=O)N2CCN(c3ccccn3)CC2)C1 (stereo unspecified)
  -0.4, -3, 1, 0.0, 0.2, 8, 2, -15, 5
COc1ccc(-c2cc(-c3ccccc3)nc(N3CCCC3)n2)cc1OC
  -3.8, -11, 3, -3.1, -0.5, -4, 12, 6, 11
c1ccc(-n2ncc3c(N4CCC5(CC4)OCCO5)ncnc32)cc1
  -0.1, 3, 0, 0.8, 1.9, 0, 9, 8, 3
CS(=O)(=O)N1CC(C(=O)NC2CC2)Oc2ccc(Cl)cc21 (stereo unspecified)
  -2.6, 2, 1, 2.8, -3.0, 0, -11, 3, -1
O=C(Cc1ccc([N+](=O)[O-])cc1)N1N=C(c2ccncc2)CC1(O)C(F)(F)F (stereo unspecified)
  -2.0, 6, -7, /, -2.8, 3, 1, -2, 4
COc1ccc(OCC(=O)NCCCN2CCOCC2)cc1
  -0.7, 8, -3, -1.4, 1.1, -1, 9, 7, -6
CS(=O)(=O)N(Cc1ccc(Cl)cc1)c1ccc(C(=O)N2CCN(c3ccccc3)CC2)cc1
  -4.9, -4, -6, 1.4, 1.1, -9, -2, -1, 2
O=C1NC(=Nc2cccnc2)S/C1=C/c1ccc(F)cc1
  -0.4, -22, 4, -2.1, 3.3, -1, 7, -1, 2
COc1ccc(CSc2ccc(S(=O)(=O)N3CCCCC3)cn2)cc1F
  -1.7, -2, 3, -0.4, /, 3, 1, 2, -3
O=C(NC(=S)Nn1cnc2c(cnn2-c2ccccc2)c1=O)c1ccccc1
  -2.0, -3, 3, /, 0.4, -6, -7, -1, 1
COCCCNC(=S)N/N=C/c1ccc(OC)c(Br)c1
  -2.5, 7, 3, /, -1.2, 5, 27, -10, -2
CCCC(=O)N(Cc1cc(=O)[nH]c2ccccc12)c1cccc(C)c1
  /, -5, 9, 1.0, 0.7, -4, 1, 7, 4
O=S(=O)(NCc1ccco1)c1ccc(Cl)s1
  -2.8, 6, -3, 0.8, -0.6, -6, 4, 1, 3
O=C(O)Cn1cc(C(=O)c2ccccc2)c2ccccc21
  0.3, -4, -2, -0.5, -0.5, -5, 25, 10, 0
O=C(NCc1ccccc1)C1=C[C@H](c2ccc3c(c2)OCO3)C[C@H](OCCCCO)O1
  -3.4, 11, 3, 0.0&-0.1, 2.0, -1, -7, -12, 0
COC(=O)C1C(=O)C=C(N2CCOCC2)CC1(C)C (stereo unspecified)
  -2.1, 1, 4, -1.1, -1.7, -4, 11, -27, -10
O=C(NCCc1ccccc1)C1CCCN1C(=O)NCc1ccccc1 (stereo unspecified)
  -0.9, 3, -2, /, -0.5, 3, -3, 18, -5
CCN(CC)S(=O)(=O)c1ccc2c(c1)nc(CCC(=O)Nc1ccccc1Cc1ccccc1)n2CC
  -1.1, -4, 1, 0.6, -1.7, -1, -7, -4, -1
O=c1c2ccccc2[nH]c(=S)n1-c1cccnc1
  /, 0, 8, /, -2.2, 5, /, /, /
COc1ccc(CCNC(=O)CSc2nn3c(=O)c(C)nnc3s2)cc1OC
  -1.3, 9, 25*, -1.7, -1.1, 2, 17, 1, 2
COc1ccc(CCN2CC(C(=O)Nc3cc(S(C)(=O)=O)ccc3Cl)CC2=O)cc1OC (stereo unspecified)
  0.1, -4, -3, -1.0, /, /, 2, -4, 1
C=CC[C@@H](Cc1ccc(F)cc1)C(=O)OC[C@@H]1CCCN1C(=O)[C@H](CC=C)CC(=O)N(CCO)Cc1ccccc1
  -3.8, 4, 6, -2.0, 3.3, 2, 12, -8, -1
O=C(OC1CCCCC1=O)c1ccc(S(=O)(=O)Nc2ccccc2)cc1 (stereo unspecified)
  1.9, 9, 2, 0.0, 0.1, -8, -4, -2, 0
CC(=O)Nc1ccc(S(=O)(=O)NNC(=O)c2ccc3c(c2)OCO3)cc1
  0.6, 8, -1, -3.0, -1.3, -3, -2, 18, 3
O=C(O)CNC(=S)N(Cc1ccco1)Cc1ccccc1Cl
  -1.2, 8, 0, -0.3, -0.2, -6, 2, 2, 2
CCN(CC(=O)Nc1c(F)cccc1F)C(=O)c1cc(-c2cccs2)nn1-c1ccccc1
  -1.7, -2, 25*, -0.6, 0.4, 3, 1, -6, 2
CC(C)[C@H](NC(=O)c1ccccc1)C(=O)N1CCc2ccccc21
  2.0, -5, 4, 0.7, -0.7, 3, -1, 1, 0
COc1ccc(C2Nc3ccccc3C(=O)N2Cc2ccccc2)cc1CSc1ccccn1 (stereo unspecified)
  -1.8, 2, 5, -1.3, -0.5, -10, 7, 6, 10
Cc1ccccc1-c1cc2nc(Oc3cccc4ccccc34)n(C)c(=O)c2s1
  -3.9, /, 0, -1.0, /, /, 3, -2, -4
Cc1ccc(SCCSc2nc(N)cc(=O)[nH]2)cc1
  -1.0, 1, 1, 4.6, 3.0, -4, 7, ?, 1
CC(=O)Nc1cccc(NS(=O)(=O)c2cc3c4c(c2)CCN4C(=O)CC3)c1
  -0.2, 3, 9, 0.7, 1.4, 5, -1, -11, 1
Cc1nnc(SCC(=O)Nc2cccc(S(=O)(=O)N(C)c3ccccc3)c2)s1
  -2.9, 8, 1, /, 2.6, -8, -4, 3, -4
Cc1ccc(S(=O)(=O)N2C[C@H]3[C@H]4C(=O)N(Cc5ccccc5)C(=O)[C@H]4CC(=O)[C@H]3[C@@H]2c2cccc3ccccc23)cc1
  -2.9, /, 3, -2.5, /, /, /, 6, -2
COc1ccc(OC)c(C=Nc2ccccc2-c2nc3ccccc3[nH]2)c1
  -1.5, 2, 2, /, -4.0, 2, 17, -12, +
O=C(O)c1cc(-c2ccc(Cl)s2)[nH]n1
  -1.0, 1, -5, -2.1, 0.0, -4, 0, -1, 7
Cc1cccc2c1cnn2C(=O)Nc1cc(F)ccc1F
  0.5, 14, 6, -0.8, -1.8, 6, -3, -45, 2
CC1=NN(c2ccccc2)C(=O)/C1=C\c1cc(C)n(-c2ccccc2)c1C
  0.1, 2, -6, /, 1.7, -8, 5, 1, 0
CCC(C)[C@H](NC(=O)[C@@H]1Cc2c([nH]c3ccccc23)C2c3ccccc3C(=O)N21)C(=O)NCC1CCCO1 (stereo partly specified)
  -0.4, -3, -3, -1.3, 3.0, -12, 8, 4, 3
Nc1cc(C(=O)OCC(=O)NCCCc2ccccc2)ccc1Cl
  -1.3, -7, -1, 0.4, -1.7, -7, 6, -14, 9
CNC(=O)COc1coc(CN2CCN(c3ccc(OC)cc3)CC2)cc1=O
  -0.5, 10, 5, -0.9, -3.4, -5, 15, 34, 5
Cn1c(=O)c2c(-c3ccccc3)n(-c3ccccc3S)cc2n(C)c1=O
  -2.4, 6, 6, -2.5, /, /, 3, -2, -1
CC(Oc1ccc(Cl)cc1Cl)c1ccn[nH]1 (stereo unspecified)
  -2.9, 5, -1, /, -1.9, -4, -1, 0, -2
CC12CCC(=O)C=C1CCC1C2C(O)CC2(C)C(c3csc(N)n3)CCC12 (stereo unspecified)
  -0.1, -4, 8, -0.3, /, /, 4, -2, -1
OC[C@@H]1CN(Cc2ccncc2)C[C@H](n2cnc3c(N4CCCC4)ncnc32)O1
  0.4, /, 4, -0.3, /, /, -1, 0, 4
C[C@H](CO)N1C[C@H](C)[C@@H](CN(C)S(=O)(=O)c2ccc(F)cc2)Oc2ccc(NC(=O)Nc3ccccc3)cc2C1=O
  -3.9, 0, -7, -2.8&0.2, -2.8, -23, -12, -8, -2

Screening results deposited in PubChem by several laboratories.
